# Assay outcomes as filed in PubChem.
# ROS inducer: ROS inducers in U2OS cancer cells, primary screen, cell-based, H2DCF-DA fluorescence; U2OS ROS induction; ROS induction (% of piperlongumine), % at 10 µM; 46,000 tested, 2% active; in the data active means ROS induction above about 79%, passing the limit was not always enough; inconclusive means no clear call, values can overlap the other calls;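 further: 0% = DMSO vehicle median and 100% = reference compound median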
# * hit, by the source's call; u = inconclusive. The list is partial; rates above refer to the full screens.
# Start of the data: the first 4 compounds (preview)
No.	compound	ROS inducer
1	C=CCN(C(=O)CSc1nc2[nH]ncc2c(=O)n1-c1cccc2ccccc12)c1ccccc1	13
2	C=CCNC(=O)[C@H]1[C@@H]2C(=O)O[C@@H](c3ccccc3)[C@@H](c3ccccc3)N2[C@@H](c2ccc(OCCO)cc2)[C@]12C(=O)N(C(=O)OCCOC)c1ccc(C#CCC(C(=O)OC)C(=O)OC)cc12	157*
3	Cc1cccc(NC(=O)COc2ccc(S(=O)(=O)N3CCCCC3)cc2Cl)c1C	-5
4	COC(=O)c1ccccc1NC(=O)C(C)Oc1ccccc1 (stereo unspecified)	20

# This part in full, from the start:
No.	compound	ROS inducer
1	C=CCN(C(=O)CSc1nc2[nH]ncc2c(=O)n1-c1cccc2ccccc12)c1ccccc1	13
2	C=CCNC(=O)[C@H]1[C@@H]2C(=O)O[C@@H](c3ccccc3)[C@@H](c3ccccc3)N2[C@@H](c2ccc(OCCO)cc2)[C@]12C(=O)N(C(=O)OCCOC)c1ccc(C#CCC(C(=O)OC)C(=O)OC)cc12	157*
3	Cc1cccc(NC(=O)COc2ccc(S(=O)(=O)N3CCCCC3)cc2Cl)c1C	-5
4	COC(=O)c1ccccc1NC(=O)C(C)Oc1ccccc1 (stereo unspecified)	20
5	CN(C)/C=N/c1c(C#N)cnn1-c1ncnc2sc3c(c12)CCC3	-3
6	Cc1ccc(S(=O)(=O)N(C)C[C@@H]2Oc3c(NS(C)(=O)=O)cccc3C(=O)N([C@H](C)CO)C[C@H]2C)cc1	-3
7	C[C@H](CO)N1C[C@H](C)[C@@H](CN(C)S(=O)(=O)c2cccs2)Oc2c(NC(=O)Nc3ccc4c(c3)OCO4)cccc2C1=O	12
8	C[C@H](CO)N1C[C@H](C)[C@@H](CN(C)Cc2ccccc2)Oc2ccc(NC(=O)C3CC3)cc2C1=O	-3
9	C[C@@H]1CCCCO[C@H](CN(C)Cc2ccncc2)[C@@H](C)CN([C@H](C)CO)C(=O)c2cc(NC(=O)c3ccncc3)ccc2O1	5
10	COc1ccc(NC(=O)N(C)C[C@@H]2Oc3ccc(N(C)C)cc3CC(=O)N([C@H](C)CO)C[C@@H]2C)cc1	5
11	O=C(NCc1cccnc1)c1cc(-c2cccc(Br)c2)nc2ccccc12	3
12	CC(C)NC(=O)N(C)C[C@@H]1Oc2ccc(NC(=O)Cn3cnnn3)cc2CC(=O)N([C@H](C)CO)C[C@@H]1C	-6
13	COC(=O)c1ccc(NC(=O)C(C)N(c2ccc(C)cc2)S(C)(=O)=O)cc1 (stereo unspecified)	3
14	COc1ccc(N2C(=O)CC(SCC(=O)Nc3cccc(Br)c3)C2=O)cc1 (stereo unspecified)	11
15	CNC[C@@H]1Oc2ccc(N(C)C)cc2CC(=O)N([C@H](C)CO)C[C@H]1C	-3
16	CNC(=S)N(Cc1ccc(OC)cc1OC)c1ccc(I)cc1	14
17	Cc1nc(Oc2ccc3c(C)cc(=O)oc3c2)c2c3c(sc2n1)CCC3	16
18	Cc1ccc(S(=O)(=O)Nc2cccc3c2O[C@@H](CN(C)Cc2ccc(-c4ccccc4)cc2)[C@@H](C)CN([C@@H](C)CO)C3=O)cc1	54
19	COc1cccc(N(CC(=O)Nc2cccc(Cl)c2C)S(C)(=O)=O)c1	0
20	CCOC(=O)N1CCC(N/C=C(\C#N)S(=O)(=O)C(C)C)CC1	-9
21	C[C@H](CO)N1C[C@H](C)[C@@H](CN(C)C(=O)Nc2ccccc2)Oc2c(NC(=O)c3ccncc3)cccc2C1=O	-5
22	C[C@@H]1CN([C@H](C)CO)C(=O)Cc2cc(NS(C)(=O)=O)ccc2O[C@@H]1CN(C)Cc1ccc(-c2ccccc2)cc1	-4
23	COC(=O)c1sccc1NC(=O)Cn1nnc(-c2ccc(C)cc2)n1	-4
24	C=CCN1C(=O)[C@@]2(O[C@@H](CCn3cc([C@H](O)c4ccccc4)nn3)[C@H]([Si](C)(C)c3ccc(OC)cc3)[C@H]2C)c2cc(N3CCOC3=O)ccc21	63
25	O=C1Nc2ncccc2OC1c1ccccc1 (stereo unspecified)	-9
26	CSc1scc2c1-c1nn(C(=O)c3cccc(C(F)(F)F)c3)cc1CC2	9
27	C[C@@H]1CN([C@H](C)CO)C(=O)Cc2cc(NS(C)(=O)=O)ccc2O[C@H]1CN(C)CC1CCCCC1	42
28	COC(=O)CNC(c1ccccc1)c1cc(Br)ccc1NC(=O)CCN1CCOCC1 (stereo unspecified)	-5
29	CN1c2ccccc2C(=O)/C(=C\Nc2cc(C(F)(F)F)cc(C(F)(F)F)c2)S1(=O)=O	15
30	Cc1ccc2c(C)nc(N/C(N)=N/S(=O)(=O)c3ccccc3)nc2c1	14
31	C[C@H](CO)N1C[C@H](C)[C@@H](CN(C)S(=O)(=O)c2ccc(Cl)cc2)Oc2ccc(NC(=O)Nc3ccc4c(c3)OCO4)cc2C1=O	49
32	COc1cc(O)c2c(c1C)C(C)C(O)(CO)OC2=O (stereo unspecified)	-3
33	CCS(=O)(=O)N1CCN(CC2CC=CCC2)CC1 (stereo unspecified)	-11
34	C[C@@H]1CN([C@H](C)CO)C(=O)c2cc(NS(=O)(=O)c3ccccc3)ccc2O[C@@H]1CN(C)Cc1ccc(C(=O)O)cc1	-8
35	CC(C)NC(=O)Nc1cccc2c1O[C@@H](CN(C)C(=O)Nc1ccc(F)cc1)[C@@H](C)CN([C@H](C)CO)C2=O	3
36	CCn1c(SCC(=O)N2c3ccccc3CCc3ccccc32)nnc1-c1ccco1	2
37	C=CCN1C(=O)C2(C(C#N)=C(N)Oc3c2c(=O)oc2ccccc32)c2ccccc21 (stereo unspecified)	13
38	O=C(Oc1cccc2cccnc12)N1c2ccccc2Sc2ccccc21	10
39	C[C@H]1CN([C@@H](C)CO)C(=O)c2cccc(N(C)C)c2O[C@@H]1CN(C)Cc1ccc(C(F)(F)F)cc1	50
40	C[C@H](CO)N1C[C@H](C)[C@H](CN(C)C(=O)NC2CCCCC2)Oc2ccc(NC(=O)CCCCCC(=O)Nc3ccccc3N)cc2C1=O	12
41	CC(C)Oc1ccc2c(C(F)(F)F)cc(=O)oc2c1	5
42	COc1ccc(NC(=O)Nc2ccc3c(c2)C(=O)N([C@H](C)CO)C[C@H](C)[C@H](CN(C)S(=O)(=O)c2ccc(Cl)cc2)O3)cc1	21
43	CC1CCc2c(C(=O)O)csc2C1 (stereo unspecified)	-6
44	NC(=O)c1nnc2cc(-c3ccccc3)nn2c1N	15
45	CSc1ccccc1NC(=O)CN(c1cccc([N+](=O)[O-])c1)S(C)(=O)=O	u
46	O=c1ccc2ccc(Oc3nc(-c4cccnc4)nc4ccccc34)cc2o1	9
47	C[C@@H]1CN([C@H](C)CO)C(=O)Cc2cc(NC(=O)Cc3cn(C)c4ccccc34)ccc2O[C@@H]1CN(C)CC1CCCCC1	51
48	Cc1c(C(=O)NCCC(C)C)oc2ccc(S(=O)(=O)N3CCC4(CC3)OCCO4)cc12	5
49	COc1ccc(Cl)cc1NC(=O)CN(c1cc(Cl)c(Cl)cc1Cl)S(C)(=O)=O	2
50	COc1ccccc1CN(C)C[C@@H]1OCc2cnnn2CCCC(=O)N([C@@H](C)CO)C[C@H]1C	-1
51	Cc1cc2ncn(CC(O)COc3ccc4cc(Br)ccc4c3)c2cc1C (stereo unspecified)	1
52	COc1c(OC)c(O)c2c(=O)cc(-c3ccc(O)cc3)oc2c1OC	15
53	Cc1cc(C)cc(NC(=O)NCc2csc(-c3cccs3)n2)c1	4
54	CC(NS(=O)(=O)c1ccc(Br)cc1)C(=O)Nc1ccccc1 (stereo unspecified)	-2
55	CC(C)NC(=O)Nc1ccc2c(c1)C(=O)N([C@@H](C)CO)C[C@H](C)[C@H](CN(C)C(=O)Nc1cccc3ccccc13)O2	-10
56	C[C@H](CO)N1C[C@H](C)[C@@H](CN(C)C(=O)Nc2ccc(C(F)(F)F)cc2)Oc2ccc(NS(=O)(=O)c3ccc(Cl)cc3)cc2C1=O	-1
57	C[C@H](CO)N1C[C@H](C)[C@H](CN(C)C(=O)Nc2ccc(F)cc2)Oc2ccc(NC(=O)NC3CCCCC3)cc2C1=O	5
58	CCC1CCc2nc(SCC(=O)Nc3cccc(OC)c3)c(C#N)c(C(F)(F)F)c2C1 (stereo unspecified)	28
59	COC(=O)CCCCCCC(=O)N/N=C/c1ccccc1Br	9
60	COc1ccc(S(=O)(=O)Nc2ccc3c(c2)C(=O)N([C@H](C)CO)C[C@H](C)[C@H](CN(C)Cc2ccc(C(=O)O)cc2)OCCCC[C@@H](C)O3)cc1	5

# (cont.)
No.	compound	ROS inducer
61	CC1(C)[C@H]2CC=C(/C=N\NC(=O)c3ccccn3)[C@@H]1C2	-4
62	NC(CSCc1ccccc1Cl)C(=O)O (stereo unspecified)	-11
63	Cc1ccc(NC(=O)c2cc3cc(OC(F)(F)F)ccc3[nH]2)cc1	-8
64	C[C@H](CO)N1C[C@H](C)[C@H](CN(C)C(=O)Nc2ccccc2)Oc2ccc(NS(=O)(=O)c3ccc(F)cc3)cc2CC1=O	4
65	N#Cc1c(C(F)(F)F)cc(-c2cccs2)nc1SCC(=O)Nc1c(F)cccc1F	2
66	O=C(NCc1ccccc1)C1CCC1	-9
67	C[C@H]1CN([C@@H](C)CO)C(=O)c2cccc(NC(=O)C3CCCCC3)c2O[C@@H]1CN(C)Cc1ccncc1	22
68	COc1ccc(NC(=O)Nc2cccc3c2O[C@@H](CN(C)C(=O)Nc2c(C)noc2C)[C@@H](C)CN([C@H](C)CO)C3=O)cc1	-18
69	C=CCn1c(-c2ccccc2)nn(CCC#N)c1=S	-9
70	COc1ccc(NC(=O)Nc2ccc3c(c2)CC(=O)N([C@@H](C)CO)C[C@H](C)[C@H](CN(C)C)O3)cc1	-9
71	COc1ccc(N(C(=O)c2ccncc2)S(=O)(=O)c2ccc3c4c(cccc24)C(=O)N3C)cc1	18
72	CCCNS(=O)(=O)c1ccc2c(c1)OCC(=O)N2	-5
73	C[C@@H]1CCCCO[C@@H](CN(C)C(=O)Nc2ccc(F)cc2)[C@@H](C)CN([C@H](C)CO)C(=O)c2cc(NC(=O)CCCN(C)C)ccc2O1	-13
74	C[C@@H]1CN([C@H](C)CO)C(=O)c2cc(NC(=O)Nc3ccccc3)ccc2O[C@H]1CN(C)S(=O)(=O)c1ccccc1	-6
75	Cc1noc(C)c1S(=O)(=O)Nc1ccc2c(c1)CC(=O)N([C@H](C)CO)C[C@@H](C)[C@H](CN(C)Cc1ccc3c(c1)OCO3)O2	0
76	CCCc1ccc(CC2(CC(=O)OCC)C(=O)c3ccccc3C2=O)cc1	16
77	COC(=O)c1cccc(NC(=O)CSc2nc(-c3ccc(C)cc3)cc(C(F)(F)F)n2)c1	12
78	CCCCN(CC)Cc1ccc(CNC(=O)Nc2ccccc2)o1	-7
79	C[C@H](O)[C@H](O)[C@@H](O)[C@@H](O)/C=N/NC(=O)CCCCCCC(=O)Nc1ccccc1O	10
80	Cc1ccc([N+](=O)[O-])cc1NC(=O)CN(C1CCCCC1)S(=O)(=O)c1ccc(Cl)cc1	28
81	COc1ccc(NC(=O)N(C)C[C@@H]2Oc3ccc(NC(=O)Nc4ccc5c(c4)OCO5)cc3C(=O)N([C@@H](C)CO)C[C@H]2C)cc1	3
82	C[C@@H]1CN([C@H](C)CO)C(=O)c2cccc(NC(=O)Nc3cccc4ccccc34)c2O[C@@H]1CN(C)Cc1ccc(-c2ccccc2)cc1	23
83	Cc1noc(C)c1S(=O)(=O)Nc1ccc2c(c1)C(=O)N([C@@H](C)CO)C[C@H](C)[C@@H](CN(C)C)O2	-9
84	C[C@H]1CN([C@@H](C)CO)C(=O)c2cc(NC(=O)Nc3cccc4ccccc34)ccc2O[C@@H]1CN(C)C(=O)NC1CCCCC1	7
85	CC1CCN(C(=O)c2cc(Cl)ccc2Cl)CC1	23
86	Cc1ccc(C2=NNC(=O)C(c3cn(CCC#N)c4ccccc34)C2)cc1 (stereo unspecified)	35
87	Cn1ccnc1Sc1cnc(SCC(=O)c2ccc(Cl)cc2)nc1-c1ccccc1	62
88	O=C1NC(=O)C(C(CC(=O)c2ccccc2)c2ccccc2Br)C(=O)N1 (stereo unspecified)	-3
89	C[C@H](CO)N1C[C@H](C)[C@@H](CN(C)C(=O)CCCN(C)C)OCc2cnnn2CCCC1=O	51
90	Cc1noc(C)c1NC(=O)N(C)C[C@H]1Oc2c(NC(=O)c3ccc(-c4nccs4)cc3)cccc2C(=O)N([C@H](C)CO)C[C@H]1C	-8
91	CNC[C@@H]1Oc2ccc(NS(=O)(=O)c3ccc(Cl)cc3)cc2C(=O)N([C@@H](C)CO)C[C@H]1C	5
92	CN(CC(=O)Nc1ccc(C#N)cc1)S(=O)(=O)c1ccc(Cl)cc1	48
93	C[C@H](CO)N1C[C@H](C)[C@@H](CN(C)Cc2ccncc2)Oc2c(NC(=O)Nc3ccccc3)cccc2C1=O	34
94	COCCOC(=O)N1C(=O)[C@@]2(c3cc(C#CCCO)ccc31)[C@H](C(=O)N1CCc3cc(OC)c(OC)cc3C1)[C@H]1C(=O)O[C@H](c3ccccc3)[C@H](c3ccccc3)N1[C@@H]2c1ccccc1OCCO	52
95	Brc1cccc(Nc2ncnc3cc4nc[nH]c4cc23)c1	39
96	CC(Oc1ccc(C=C2C(=O)c3ccccc3C2=O)cc1)C(=O)O (stereo unspecified)	21
97	C[C@H]1CN([C@@H](C)CO)C(=O)Cc2cc(NC(=O)Nc3ccccc3)ccc2O[C@@H]1CN(C)S(=O)(=O)c1ccc(Cl)cc1	27
98	Cc1ccc(S(=O)(=O)N(C)C[C@H]2Oc3ccc(NC(=O)Cn4cnnn4)cc3CC(=O)N([C@@H](C)CO)C[C@H]2C)cc1	3
99	C[C@H](CO)N1C[C@H](C)[C@@H](CN(C)C(=O)Nc2ccc3c(c2)OCO3)Oc2ccc(NS(=O)(=O)c3cccs3)cc2C1=O	4

# 3 entries from above, field by field:
(53) Cc1cc(C)cc(NC(=O)NCc2csc(-c3cccs3)n2)c1
  ROS inducer: 4

(46) O=c1ccc2ccc(Oc3nc(-c4cccnc4)nc4ccccc34)cc2o1
  ROS inducer: 9

(62) NC(CSCc1ccccc1Cl)C(=O)O (stereo unspecified)
  ROS inducer: -11
